# GALK inhibitor: inhibitors of human galactokinase (GALK). P51570. recombinant GALK, Kinase-Glo ATP luminescence, 1 h. Potency, µM (doses to about 57.5 µM), without a hit: at the top dose activity, negative = inhibition, hits mostly inhibitors. 44,000 tested, under 10 active. AID 1347072;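 also: plate controls were full GALK reaction for no effect and reaction lacking GALK for full effect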
#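 Luminescent ATP-depletion readout (Kinase-Glo Plus, 10 min) after 1 h RT reaction of 5 nM GALK, 35 uM ATP, 100 uM galactose, pH 8.0 HEPES buffer. Decreased kinase activity scored as inhibition.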
# p53null 32C kill: selectivity test: cytotoxicity in p53 null cells, permissive temperature. Potency, µM (series often up to 46.1 µM), inactives show top-dose activity change, negative = cytotoxicity, hits mostly cytotoxic. H1299-neo p53 null cells, ATP luminescence, 24 h, 32C. 55,000 tested, 0.62% active. AID 903;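 also: potency is read from the fitted curve at half-maximal effect; 0% = DMSO only and -100% = full killing by 100 µM tamoxifen; nearly all actives have a fitted effect of over 55% in size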
#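 Luminescent ATP readout gave cell viability of p53-null H1299-neo cells after a 24 h compound exposure at the permissive 32C. Titrations ran up to 46 uM, and AC50s were fitted with the standard Hill equation.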
# TSG101-PTAP inh: inhibitors of HIV-1 PTAP binding to human TSG101, validation; Fluorescence polarization, FITC-PTAP peptide/Tsg101, 20 min; Q99816; Potency, µM (doses to about 115 µM), for the others: at the highest dose activity change, negative = inhibition, usual class: inhibitors; 44,000 tested, under 10 active; also: potency is read from the fitted curve at half-maximal effect; 0% is about no effect
#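 Compounds pinned into 10 uM Tsg101 binding domain, then 50 nM FITC-PTAP peptide added in pH 7.5 HEPES buffer; FP read after 20 min, room temperature. Total S+P intensity flags fluorescent compounds; active cut-off <25 µM, efficacy <60%.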
# p53null 39C kill: p53 null cell cytotoxicity, nonpermissive temperature; H1299 p53-null (neo) cells, 39C, ATPlite viability, 24 h; Potency, µM (titrated, usually from 46.1 µM), inactives show at the highest dose activity, negative = cell killing, usual class: cytotoxic; 55,000 tested, 0.97% active;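 also: potency is read from the fitted curve at half-maximal effect; 0% = DMSO only and -100% = full killing by 100 µM tamoxifen; nearly all actives have a fitted effect of over 50% in size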
#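 Concentration-response (up to 46 uM) was run for 24 h at the nonpermissive 39C on H1299-p53A138V or H1299-neo cells. ATP content was measured with ATPlite luminescence. AC50 values were Hill-modeled after normalizing between DMSO and 100 uM tamoxifen killing.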
# B2AR arrestin ag: agonists recruiting beta-arrestin to human beta2-adrenergic receptor | 44,000 tested, under 10 active | HTLA Tango cells, beta-arrestin recruitment, luciferase luminescence, 18 h | Potency, µM (top dose mostly 46.1 µM), inactives show top-dose activation, hits mostly activators | P07550;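 also: potency is read from the fitted curve at half-maximal effect; 0% = DMSO and full agonism = EC100 isoproterenol or metaproterenol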
# Target sequence (P07550 whole entry, looked up): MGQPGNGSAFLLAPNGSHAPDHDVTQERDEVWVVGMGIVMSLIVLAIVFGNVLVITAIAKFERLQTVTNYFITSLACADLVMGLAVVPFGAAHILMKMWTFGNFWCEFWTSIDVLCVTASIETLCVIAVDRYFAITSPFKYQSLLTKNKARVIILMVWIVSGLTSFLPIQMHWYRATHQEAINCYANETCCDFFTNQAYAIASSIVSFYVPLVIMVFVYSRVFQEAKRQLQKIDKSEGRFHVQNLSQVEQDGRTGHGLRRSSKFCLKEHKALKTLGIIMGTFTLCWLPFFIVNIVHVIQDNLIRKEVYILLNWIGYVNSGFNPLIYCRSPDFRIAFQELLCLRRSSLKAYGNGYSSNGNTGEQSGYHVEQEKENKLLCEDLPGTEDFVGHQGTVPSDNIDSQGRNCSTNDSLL
#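 Tango cells expressing recombinant beta2-AR and beta-arrestin were treated with compounds (up to 46 microM titration) in DMEM with 1% FBS for 18 hr at 37 degrees C. Beta-arrestin recruitment drove tTA-dependent luciferase, read by luminescence; curves were fitted and classed.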
# FH mod: Identification of activators of human fumarate hydratase by quantitative high-throughput screening | Fumarate hydratase, mitochondrial (Homo sapiens), P07954 | FH coupled MDH/diaphorase resazurin fluorescence, 15 min | Potency, µM (titrated, usually from 79.9 µM), without a hit: at the top dose activity change, negative = inhibition, actives largely listed as inhibitors | 54,000 tested, 0.22% active | AID 1347055, 2019; also: potency is read from the fitted curve at half-maximal effect; % is scaled to controls: 0 for no effect and ±100 for the full control effect; the screen sought activators but most active calls are inhibition curves; nearly all actives have a fitted effect of over 45% in size
# Target sequence (P07954 whole entry, looked up): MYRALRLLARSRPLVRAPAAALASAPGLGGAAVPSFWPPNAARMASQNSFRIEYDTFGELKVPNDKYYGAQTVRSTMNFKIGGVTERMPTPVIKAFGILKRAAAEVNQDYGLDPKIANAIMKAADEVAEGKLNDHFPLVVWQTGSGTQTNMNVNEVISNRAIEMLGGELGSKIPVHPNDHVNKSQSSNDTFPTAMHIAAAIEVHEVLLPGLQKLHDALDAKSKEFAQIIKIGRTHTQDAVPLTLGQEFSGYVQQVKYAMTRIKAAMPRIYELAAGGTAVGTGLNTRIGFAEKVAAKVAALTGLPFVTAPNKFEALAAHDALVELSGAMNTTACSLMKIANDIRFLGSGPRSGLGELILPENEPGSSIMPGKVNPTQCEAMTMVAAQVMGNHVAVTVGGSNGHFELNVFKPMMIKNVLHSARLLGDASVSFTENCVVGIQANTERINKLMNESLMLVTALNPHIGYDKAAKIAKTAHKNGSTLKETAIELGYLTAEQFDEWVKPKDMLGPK
# NTMT1 inhibitor: blocks human N-terminal methyltransferase 1 activity; Q9BV86; NTMT1 MTase-Glo SAH luminescence, purified enzyme; Potency, µM (series often up to 114 µM), inactives show at the top dose activity change, negative = inhibition, most hits filed as inhibitors; 59,000 tested, 2.5% active; AID 1645870;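 also: potency is read from the fitted curve at half-maximal effect; plate controls were DMSO vehicle for no effect and no enzyme for full effect; nearly all actives have a fitted effect of over 65% in size; many of its hits are not listed in these tables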
# * hit, by the source's call; ? = inconclusive; nt = not tested or not shown; [ ] = remark or other dose. Calls follow the shape of the dose curve; as a rule, active = well fitted curve in the direction sought with a large enough effect; inconclusive = small, poorly fitted or top-dose-only effect, or another doubt; inactive = no such curve, though single readings can be large; an effect the other way counts as inactive or inconclusive. The list is partial; rates above refer to the full screens.
compound,GALK inhibitor,p53null 32C kill,TSG101-PTAP inh,p53null 39C kill,B2AR arrestin ag,FH mod,NTMT1 inhibitor
COc1cccc(NC(=O)CCNS(=O)(=O)c2ccc3c(c2)oc(=O)n3C)c1,0%,2%,-3%,-15%,0%,4%,16%
CCOC(=O)c1c(-c2ccc(C)cc2)csc1NC(=O)c1ccc(C(C)(C)C)cc1,1%,5%,-1%,0%,0%,0%,7%
CCn1nc(C)c(CCN(C)C(=O)Nc2cc(Cl)ccc2C)c1C,1%,3%,-6%,-3%,0%,-10%,11%
CCCNC(=O)C1CCN(c2ncnc3c2nc2n3CCCCC2)CC1,5%,-2%,-8%,-16%,-1%,2%,1%
CCCc1nn2c(=O)cc(COC(=O)c3ccc(NC(=O)COc4ccccc4F)cc3)nc2s1,4%,4%,-3%,17%,0%,-8%,-4%
COc1ccc(NC(=O)CSc2cn(CC(=O)N3CCCCC3)c3ccccc23)c(OC)c1,0%,-4%,-5%,-12%,1%,?,-9%
O=C(COCc1cc(-c2cccs2)on1)NCc1ccc(Cl)cc1,-6%,-6%,1%,-14%,0%,-2%,-6%
COc1ccc(NC(=O)C2CCCN(S(=O)(=O)c3ccc4c(c3)CCCN4C(C)=O)C2)cc1 (configuration not stated),0%,-5%,-21%,15%,-1%,-6%,5%

# A different layout for some results above.
# Below each compound – GALK inhibitor | p53null 32C kill | TSG101-PTAP inh | p53null 39C kill | B2AR arrestin ag | FH mod | NTMT1 inhibitor
CCCNC(=O)C1CCN(c2ncnc3c2nc2n3CCCCC2)CC1
 : 5% | -2% | -8% | -16% | -1% | 2% | 1%
CCCc1nn2c(=O)cc(COC(=O)c3ccc(NC(=O)COc4ccccc4F)cc3)nc2s1
 : 4% | 4% | -3% | 17% | 0% | -8% | -4%

# Next part
compound,GALK inhibitor,p53null 32C kill,TSG101-PTAP inh,p53null 39C kill,B2AR arrestin ag,FH mod,NTMT1 inhibitor
CCC(=O)N1CCc2cc(S(=O)(=O)NCCC(=O)NCc3ccc(OC)cc3)ccc21,0%,-1%,-1%,2%,1%,0%,-2%
COc1ccccc1NC(=O)c1ccc2[nH]c(C)cc(=O)c2c1,-12%,4%,-4%,-6%,-3%,-4%,11%
CSc1nn(CC(=O)Nc2ccc(C)cc2C)c(N)c1S(=O)(=O)c1ccc(Cl)cc1,-8%,99%[activator],0%,?,0%,?,-4%
Cc1ccc(NC(=O)Cn2c(=O)n(CC3CCC(C(=O)NC(C)C)CC3)c(=O)c3sccc32)cc1 (configuration not stated),1%,1%,0%,-3%,1%,-7%,-9%
CCOc1ccccc1NC(=O)Cn1cc(C(=O)c2ccc(Cl)cc2)c(=O)c2ccc(C)nc21,-2%,-2%,0%,-12%,-1%,4%,-7%
COc1ccc2c(c1)c1c(c(=O)n(-c3ccccc3C)c(=O)n1Cc1cccc(C(F)(F)F)c1)n2C,-4%,1%,0%,4%,-1%,-17%,20%
CCN(CC)CCCNC(=O)Cc1csc2nc(-c3ccc(Cl)cc3)cn12,-1%,-2%,4%,-19%,-1%,3%,?
CCc1ccc(NC(=O)CN2C(=O)CC(c3ccccc3)Sc3ccccc32)cc1 (configuration not stated),1%,0%,-12%,-8%,0%,2%,11%
Cc1ccc(-n2c(CCC(=O)O)ccc2-c2cccs2)cc1C,3%,-4%,-13%,-2%,-2%,-30%,?
CCc1ccc(NCc2cc3ccc(OC)cc3n(CC(=O)Nc3ccc(C)c(Cl)c3)c2=O)cc1,2%,4%,0%,-5%,0%,-15%,12%
CC1=C(C(=O)Nc2ccc(C)cc2C)C(c2ccc(Br)cc2)n2ncc(C(=O)Nc3cccc(C)c3)c2N1 (configuration not stated),3%,12%,4%,-15%,0%,-21%,3%
O=C(CCC1N=C2c3ccccc3N=C(SCc3cccc(F)c3)N2C1=O)NCc1ccc(F)cc1 (configuration not stated),-1%,19%,-5%,7%,-3%,-28%,4%
Cc1cc(NC(=O)Cn2c(=O)nc(-c3ccccc3F)c3cc(Cl)ccc32)ccc1Br,1%,1%,0%,2%,0%,-8%,-2%
COc1ccc(NC(=O)C2CCN(S(=O)(=O)c3c(C)noc3/C=C/c3ccc(C)cc3)CC2)cc1Cl,1%,8%,-1%,-4%,0%,0%,5%
CCCS(=O)(=O)N1CC(=O)N(c2ccc(C)cc2)C(C)(C(=O)NC2CCCCCC2)C1 (configuration not stated),0%,-5%,1%,-14%,-1%,1%,1%
CC1CCN(C(=O)CSc2nc3c([nH]c4ccccc43)c(=O)n2-c2ccccc2)CC1,5%,0%,1%,-2%,1%,-6%,?
CCc1ccc2c(c1)c(=O)c(S(=O)(=O)c1ccc(F)cc1)cn2CC(=O)Nc1ccc(C)cc1C,-1%,-1%,-2%,1%,1%,-7%,10%
Clc1cccc(-n2ncc3c(N4CCCCC4)ncnc32)c1,-1%,3.2µM*,-7%,13µM*,-1%,-27%,?
CCOC(=O)c1c(C)[nH]c(C)c1S(=O)(=O)N(C)CC(=O)Nc1cc(Cl)ccc1OC,-1%,11%,1%,-1%,1%,-4%,0%
CCOC(=O)c1ccc(NC(=O)CSc2nc3cc4ccccc4cc3[nH]2)cc1,5%,-8%,3%,?,0%,-14%,?
O=C(NCc1ccccc1)c1cc2ccc3cccnc3c2[nH]1,-2%,-11%,-3%,-11%,0%,3%,-8%
COc1ccc(NC(=O)c2sc3nc4n(c(=O)c3c2C)CCC4)cc1Cl,4%,6%,1%,0%,0%,-19%,1%
Cn1cc(S(=O)(=O)N2CCCCC2)cc1C(=O)N1CCN(c2ccc(F)cc2)CC1,-3%,-7%,1%,-1%,-1%,1%,1%
O=c1c2cc3c(nc2ncn1Cc1ccccc1F)CCCC3,-3%,-18%,-9%,0%,0%,-18%,?
Cc1ccc(Cc2nc3ccccc3nc2SCC(=O)N2CCN(c3ccccc3)CC2)cc1,-3%,-6%,0%,-6%,0%,0%,11%
O=C(CCCCn1c(=O)c2ccccc2n(Cc2ccc(F)cc2Cl)c1=O)NCCc1ccc(Cl)cc1,5%,-10%,1%,-16%,1%,-12%,4%
O=C(CSc1nccn1Cc1ccc2c(c1)OCO2)Nc1ccccc1F,-2%,-7%,1%,-1%,-1%,?,-2%
Cc1cc(=O)oc2cc(OCC(=O)Nc3ccc(O)c(C(=O)O)c3)ccc12,0%,-7%,0%,2%,1%,-21%,11%
Cc1ccc(C)c(N2CCN(C(=O)c3ccc4[nH]c(C)c(C)c4c3)CC2)c1,-1%,18%,-8%,25%,0%,?,-22%
CCN(c1ccccc1)S(=O)(=O)c1nnc(NC(=O)c2ccccc2)s1,-2%,-10%,0%,-11%,0%,7%,19%
CNc1ccc(-c2nc(-c3ccccn3)no2)cc1[N+](=O)[O-],-2%,-7%,0%,-21%,-2%,-5%,-17%
COc1ccccc1CC(=O)Nc1ccc2nc(N3CCC(C)CC3)cc(C)c2c1,6%,-2%,-6%,2%,1%,-12%,5%
COc1ccc(-n2c(=O)c3c(c4cc(OC)ccc4n3C)n(CC(=O)NCC3CCCO3)c2=O)cc1 (configuration not stated),1%,1%,-12%,6%,-1%,-11%,14%
CCN(CC)C(=O)Cn1nnc2sc(-c3ccccc3)cc2c1=O,-1%,-10%,1%,?,-2%,-5%,-6%
Cc1ccc(-c2nn(CC(=O)NCc3ccccc3)c3c2cnc2ccc(F)cc23)cc1C,1%,1%,2%,-6%,0%,-21%,4%
CC1=C(C(=O)Nc2cc(Cl)ccc2C)C2(CCCCC2)OC1=O,8%,1%,-3%,17%,0%,-3%,17%
Cc1ccc(CNC(=O)C2CCN(S(=O)(=O)c3ccc4nc5c(c(C(=O)O)c4c3)CC(C)CC5)CC2)cc1 (configuration not stated),4%,-6%,-2%,5%,0%,-2%,-1%
Cc1cc(C)n2nc(CNS(=O)(=O)c3cccc(Cl)c3)nc2n1,-2%,-2%,-15%,-13%,-3%,?,-2%
Cc1ccc(C(=O)CC2(O)C(=O)N(Cc3ccccc3F)c3ccccc32)cc1 (configuration not stated),5%,16%,-4%,-9%,1%,-10%,4%
CCOc1ccc(S(=O)(=O)N2CCN(Cc3nc4ccc(C)cc4o3)CC2)cc1,-2%,-4%,0%,0%,0%,-16%,4%
CC(=O)c1ccc(S(=O)(=O)Nc2ccc(-c3ccc(N4CCCCCC4)nn3)cc2)cc1,4%,-22%,-1%,?,2%,nt,nt
Cc1ccc(NC(=O)CSc2nc3ccccc3n2CC(=O)N2CCC(C)CC2)cc1C,-1%,11%,-2%,21%,0%,-17%,-12%
COc1ccc(CC(=O)NCc2nc3cccnc3n2Cc2ccc(C)cc2)cc1OC,0%,3%,-11%,21%,0%,23%,11%
COCCCNC(=O)Cn1c(=O)n(CCCC(=O)NCc2ccc(C)cc2)c(=O)c2ccccc21,1%,-3%,-3%,-26%,1%,-9%,14%
CC(C)Cc1nn2c(=O)cc(COC(=O)c3ccc4c(c3)OCO4)nc2s1,-1%,-5%,-3%,7%,-1%,-3%,8%
CCOC(=O)c1ccc(NC(=O)c2cc(=O)c3cc(CC)ccc3o2)cc1,-1%,2%,-1%,-3%,-1%,-6%,-15%
COC(=O)c1cc(S(=O)(=O)N2CCN(c3ccc(C)cc3C)CC2)cn1C,-5%,-8%,-6%,0%,1%,0%,?
CCCCCn1c(CCNC(=O)c2ccc(F)cc2)nc2ccccc21,4%,10%,-8%,16%,-2%,-26%,-13%
CC(C)c1ccc(NC(=O)c2cn(C3CCCCC3)c(=O)c3c2c2ccccc2n3C)cc1,-7%,-2%,2%,16%,1%,-8%,7%
COc1ccccc1Nc1nn2c(=O)c3ccc(C(=O)N4CCC(C)CC4)cc3nc2s1,1%,-8%,-2%,24%,-1%,-16%,-9%
O=C(Nc1nonc1-c1ccc(Cl)cc1)c1ccccc1F,0%,-8%,2%,?,0%,-5%,-2%
CC(=O)N1CCc2cc(CNC(=O)Cc3ccc(F)cc3)ccc21,2%,-2%,0%,7%,0%,-3%,3%
Cc1ccccc1CNC(=O)c1ccc(CS(=O)Cc2ccc(Cl)cc2)o1 (configuration not stated),2%,-7%,-7%,7%,0%,1%,15%
COc1cccc(NC(=O)Cn2c(=O)n(Cc3ccccc3)c(=O)c3ccccc32)c1,-4%,-1%,-10%,-18%,1%,8%,-6%
CCN(CC)C(=O)Cn1ncc2c([nH]c3ccc(C)cc32)c1=O,2%,-2%,-1%,-5%,0%,2%,-7%
O=C(NCCc1ccccc1)C1CCN(c2nc3ccccc3nc2C(F)(F)F)CC1,0%,-15%,0%,?,-1%,10%,9%

# From PubChem BioAssay
